Source: PubChem BioAssay
hERG WT inh: qHTS for Inhibitors of KCHN2 3.1: Wildtype qHTS; Voltage-gated inwardly rectifying potassium channel KCNH2 (Homo sapiens), Q12809; U2OS, BacMam KCNH2, thallium flux FluxOr; stronger effect = lower value; activity change, % at 1.84 µM; actives 0.37% (n = 340,000); AID 720551, 2013;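 active = maximum activity change below -70%; inconclusive = maximum activity change between -70% and -50%; inactive = maximum activity change above -50%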; also: % is scaled to controls: 0 for no effect and ±100 for the full control effect
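U2OS cells transduced with wild-type KCNH2 virus are loaded with FluxOr dye for 45 min, and thallium flux is measured in kinetic reads before and after stimulation buffer. Rate constants are normalized to DMSO controls.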
MLL CXXC-DNA inh: qHTS Fluorescence Polarization Assay for Inhibitors of MLL CXXC domain - DNA interaction | MLL-CXXC / FITC-HOXA9 DNA fluorescence polarization | actives 0.037% (n = 290,000) | Histone-lysine N-methyltransferase 2A (Homo sapiens), Q03164 | Potency, µM (titrated, usually from 115 µM), without a hit: top-dose activity change, negative = inhibition, hits mostly inhibitors; active = well fitted inhibition curve with a large enough effect in the polarisation, with a control signal flat, not every such curve was filed as active; inconclusive = small, poorly fitted or top-dose-only effect, or effect the other way, or a change in a side signal; inactive = no such curve, though single readings can be large or run the other way; the % refers to the polarisation; also: potency is read from the fitted curve at half-maximal effect
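Purified MLL-CXXC (added from a 7 uM solution) was preincubated 5 min at ambient with pinned compounds in 50 mM Tris-HCl pH 7.5, 50 mM NaCl, 1 mM DTT, 0.05% BSA. Fluorescein-labeled HOX-A9 DNA (50 nM solution) followed, 30 min, then polarization read.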
TCR activator: Activators of T cell receptors: qHTS campaign. primary human leukocytes, anti-CD3, IL-2 HTRF, 48 h. Potency, µM (top dose mostly 9.22 µM), for inactives: top-dose activation of IL-2 secretion, usual class: activators. 330,000 tested, under 10 active; also: % of control where 0% means no effect
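Primary human leukocytes were stimulated with a-CD3 beads plus compounds for 48 hr without co-stimulation; secreted IL-2 was quantified by HTRF using a-IL-2-K (europium cryptate) and a-IL-2-d2, excited at 320nm with acceptor emission read at 665nm.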
FBPA coupling cs: qHTS Assay for Inhibitors of Fructose-1,6-bisphosphate Aldolase from Giardia Lamblia: Coupling assay counterscreen; coupling enzyme system counterscreen, AmpLite Red fluorescence; activity change, negative = inhibition, % at 58.2 µM, hits read low; actives 0.67% (n = 290,000); AID 2472, 2010; in the data active = activity change below about -30%; also: % is scaled to controls: 0 for no effect and ±100 for the full control effect
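Coupling enzymes only (glyceraldehyde-3-phosphate) + compound, at 57.5 uM final, 10 min RT; add substrate/coupling/AmpLite Red mix, 20 min RT; fluorescence ex 525/em 598 nm. Actives flag coupling-system interference.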
GALK inhibitor: qHTS Assay for Inhibitors of Human Galactokinase (GALK). P51570. Purified GALK, Kinase-Glo residual ATP luminescence. Potency, µM (highest dose often 57.5 µM), without a hit: at the top dose activity change, negative = inhibition, actives largely listed as inhibitors. actives 0.007% (n = 270,000). AID 1868, 2009; also: potency is read from the fitted curve at half-maximal effect; % is scaled to controls: 0 for no effect and ±100 for the full control effect
Target sequence (P51570 whole entry, looked up): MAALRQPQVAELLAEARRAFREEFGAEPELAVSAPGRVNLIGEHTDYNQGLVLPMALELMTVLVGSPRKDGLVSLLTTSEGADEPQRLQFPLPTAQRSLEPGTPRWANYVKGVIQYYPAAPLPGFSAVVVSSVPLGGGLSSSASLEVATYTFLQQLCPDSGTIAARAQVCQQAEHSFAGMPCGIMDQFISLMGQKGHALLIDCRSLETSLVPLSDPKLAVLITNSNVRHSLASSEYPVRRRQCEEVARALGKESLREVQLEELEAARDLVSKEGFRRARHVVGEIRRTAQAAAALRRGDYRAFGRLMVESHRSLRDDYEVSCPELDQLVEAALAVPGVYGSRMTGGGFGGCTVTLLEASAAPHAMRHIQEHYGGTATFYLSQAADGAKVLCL
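Kinase-Glo Plus luminescence measured ATP left after a 1 h room-temperature reaction. The reaction used 5 nM GALK, 100 uM galactose and 35 uM ATP at pH 8.0 (20 mM HEPES, 5 mM MgCl2, 60 mM NaCl, 1 mM DTT, 0.01% BSA).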
Tb PFK block: qHTS Assay to Find Inhibitors of T. brucei phosphofructokinase | ATP-dependent 6-phosphofructokinase (Trypanosoma brucei brucei), O15648 | T. brucei PFK, ADP-Glo luminescence | Potency, µM (highest dose often 57.5 µM), for the others: top-dose activity, negative = inhibition, most hits filed as inhibitors | actives 0.17% (n = 330,000);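 also: potency is read from the fitted curve at half-maximal effect; 0% = uninhibited 1x PFK enzyme wells and -100% = no-enzyme wells; nearly all actives have a fitted effect of over 60% in size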
Target sequence (O15648 whole entry, looked up): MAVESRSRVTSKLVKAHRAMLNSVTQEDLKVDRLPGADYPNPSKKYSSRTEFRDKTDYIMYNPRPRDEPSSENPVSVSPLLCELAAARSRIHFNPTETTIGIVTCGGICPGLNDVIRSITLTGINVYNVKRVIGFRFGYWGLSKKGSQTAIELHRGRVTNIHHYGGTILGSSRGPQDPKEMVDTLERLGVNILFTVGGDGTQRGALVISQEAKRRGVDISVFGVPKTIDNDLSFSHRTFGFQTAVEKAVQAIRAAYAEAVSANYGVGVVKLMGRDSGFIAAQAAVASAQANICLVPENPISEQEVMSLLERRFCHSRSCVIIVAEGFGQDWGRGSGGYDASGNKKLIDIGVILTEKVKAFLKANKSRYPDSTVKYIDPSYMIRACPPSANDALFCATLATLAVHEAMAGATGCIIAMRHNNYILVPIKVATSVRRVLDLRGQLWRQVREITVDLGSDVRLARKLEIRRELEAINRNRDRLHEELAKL
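1.25 nM PFK with 0.5 mM F6P and 0.1 mM ATP in 0.1 M TEA pH 8.0, 5 mM MgCl2, incubated 45 min at room temperature; ADP measured by ADP-Glo luminescence; compounds titrated up to 57 uM.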
A-T KAP1 phos: qHTS Assay for Identifying a Potential Treatment of Ataxia-Telangiectasia. […] A-T fibroblasts, KAP-1 phosphorylation AlphaLISA; neocarzinostatin DNA damage 30 min before lysis. Potency, µM (top dose mostly 57.5 µM), for inactives: at the highest dose activation, hits mostly activators. actives 0.19% (n = 320,000); also: potency is read from the fitted curve at half-maximal effect; % of control where 0% means no effect; nearly all actives have a fitted effect of over 45% in size
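hTERT-immortalized A-T patient fibroblasts ([…]), 500 cells/well in OPTI-MEM, 1% FBS, got compounds for 60 min, then NCS for 30 min at 37C. Lysates were then assayed for phospho-KAP-1 by AlphaLISA (anti-pKAP1 donor, anti-KAP1 acceptor beads), 6 hr at 25C.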
TSHR antagonist: Antagonists of the Thyroid Stimulating Hormone Receptor: HTS campaign | Thyrotropin receptor (Homo sapiens), P16473 | TSHR-expressing cells, TSH-stimulated cAMP HTRF, 2 h; stronger effect = lower value | activity change, negative = inhibition, % at 11.5 µM | actives 0.2% (n = 330,000);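 active = activity change below a set negative limit, meaning inhibition stronger than a set level, cut at about -70% in these data; inconclusive = activity change between two set negative limits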; also: % is scaled to controls: 0 for no effect and ±100 for the full control effect
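Competitive HTRF cAMP read-out (cryptate anti-cAMP antibody, cAMP-d2; 30 min, room temperature) in freshly harvested TSHR cells. Compounds added before TSH at EC80 (4nM final), followed by 2 hours' incubation at 37 deg C.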
Giardia killer: Small Molecules that selectively kill Giardia lamblia: qHTS; Giardia lamblia trophozoite viability; activity change, % at 7.66 µM, hits read low; actives 0.15% (n = 340,000); in the data active = activity change below about -80%; inconclusive = between about -30% and that limit;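 also: parasites exposed to compound for two days anaerobically before the ATP read; % is scaled to controls: 0 for no effect and ±100 for the full control effect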
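Each well holds 100 Giardia trophozoites and compound. After two days (48 hrs) at 37 deg C in anaerobic conditions, ATP is quantified by luminescence.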
Chronic BCR inh: qHTS Assay to Find Inhibitors of Chronic Active B-Cell Receptor Signaling. actives 0.05% (n = 340,000). AID 493014, 2011. ABC-DLBCL IkBa-CBG/CBR reporter, luminescence ratio, 4 h. Potency, µM (series often up to 46.1 µM), for inactives: top-dose ratio change, negative = lower green/red ratio, hits mostly inhibitors; active = well fitted inhibition curve with a large enough effect in the signal ratio, with a control signal flat, not every such curve was filed as active; inconclusive = small, poorly fitted or top-dose-only effect, or effect the other way, or a change in a side signal; the % refers to the signal ratio;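 also: potency is read from the fitted curve at half-maximal effect; plate controls were basal doxycycline-induced cells for no effect and cells given 10 µM MG132 for full effect; MG132 reads +100%, hits lower the ratio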
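Doxycycline induced both beetle luciferases in TMD8 lymphoma cells; IKK-driven degradation limits the IkappaBalpha-fused green signal, while red luminescence normalises for cell number and nonspecific effects. Compounds tested up to 46 uM, 4 hrs.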
The depositor's hits bear a star; i = inactive; u = inconclusive; x = no result given; [ ] = dose if it differs, or a comment. Unless noted, calls follow the shape of the dose curve; as a rule, active = well fitted curve in the direction sought with a large enough effect; inconclusive = small, poorly fitted or top-dose-only effect, or another doubt; inactive = no such curve, though single readings can be large; an effect the other way counts as inactive or inconclusive.

SMILES | hERG WT inh | MLL CXXC-DNA inh | TCR activator | FBPA coupling cs | GALK inhibitor | Tb PFK block | A-T KAP1 phos | TSHR antagonist | Giardia killer | Chronic BCR inh
CCCC(=O)NCc1ccncc1 | x | -5% | x | -1 | 10% | 2% | -1% | -4 | x | 6%
COc1cccc2c1OCC/C2=N\NC(=O)COc1ccccc1C | 8 | 1% | 1%[46.1 µM] | 4 | 2% | 10% | 16% | -3 | -1 | u
COc1ccccc1OCC(=O)NC1CCCc2ccccc21 (stereo not drawn) | 1 | 4% | 0% | -2 | -3% | 0% | 8% | 7 | 4 | u
CC(OC(=O)c1cc(=O)c2ccccc2o1)C(=O)c1ccccc1 (stereo not drawn) | 4 | x | -10% | x | x | 2% | -1% | -11 | 13 | -1%
CN(C)C(=O)c1cc(C(=O)c2ccc(F)cc2Cl)c[nH]1 | -10 | -2% | 0% | 0 | -1% | 2% | 26% | -9 | 0 | -3%
CCN(C[C@H]1N[C@@](CC)(C(=O)OC)[C@H]2C(=O)N(Cc3ccccc3)C(=O)[C@@H]12)C(=O)Nc1ccc(OC)cc1 | 1 | x | 0% | x | x | 2% | 2% | 27 | -5 | -2%
Cc1ccc(NC(=O)CSc2nc(=O)n(CCN(C)C)c3c2CCCC3)cc1Cl | 8 | x | -2% | x | x | 7% | -4% | 7 | -7 | u
Cn1c(N)c(C(=O)COC(=O)CNS(=O)(=O)c2cccc(Cl)c2)c(=O)n(C)c1=O | 14 | 10% | -6% | -4 | 2% | -3% | -2% | -5 | 1 | 7%
COc1ccc(NC(=O)N(C2CCCCC2)C2CCN(C(C)C)CC2)c(OC)c1 | -29 | 18% | -4% | -15 | 1% | -1% | -6% | 10 | 1 | -19%
COC(=O)C(=N/Nc1ccccc1C(=O)OC)/C(C)=N/O | 0 | -8% | -6% | 4 | -1% | -4% | -4% | 3 | -29 | 2%
Cc1cc(C)cc(NC(=O)C2CCCN(S(=O)(=O)c3ccc4[nH]c(=O)ccc4c3)C2)c1 (stereo not drawn) | 4 | x | 0% | 0 | x | -1% | 1% | -9 | 0 | 6%
O=C(N/N=C/c1ccccc1Br)c1ccc(CSc2cccc3cccnc23)cc1 | 1 | 17% | -5% | 5 | 0% | -7% | -6% | 1 | 4 | 23%
Cc1ccc(C(OCC(O)CNC(CO)C(O)c2ccc([N+](=O)[O-])cc2)c2ccccc2)cc1 (stereo not drawn) | 6 | 4% | 6% | 5 | 10% | -8% | -3% | 10 | 3 | u
NC1=NC(=O)C(Cc2cc(Cl)ccc2Cl)S1 (stereo not drawn) | 0 | 0% | x | -2 | x | -2% | 6% | -3 | 10 | -18%
CCOC(=O)C1=C(COC(=O)c2cc(OC)c(OC)cc2[N+](=O)[O-])NC(=O)NC1C (stereo not drawn) | 1 | x | 1% | x | x | -8% | -3% | 3 | -1 | -11%
COC(=O)COc1ccc(S(=O)(=O)N2CCN(c3ccccc3)CC2)cc1 | -9 | 14% | x | 1 | 4% | 0% | 5% | -6 | -4 | -2%
CCN(CC(=O)Nc1ccc(C(=O)Nc2ccc(OC)cc2)cc1)Cc1nc2ccccc2c(=O)[nH]1 | -5 | -4% | -2% | 0 | 3% | 1% | 8% | 8 | -4 | u
Cc1ccc(CNC(=O)c2ccc(Br)o2)cc1 | 7 | 5% | -2% | -1 | 0% | -24% | 20% | 1 | 5 | 5%
CCN(CCCNC(=O)COc1cc(=O)n(C)c2ccccc12)c1ccccc1 | -1 | -1% | -4% | 0 | -3% | -1% | -13% | 10 | -3 | -23%
COC(=O)c1ccc(N2CCOCC2)c(NC(=O)c2cccnc2)c1 | -2 | -3% | -4% | 3 | -2% | -3% | 1% | 12 | 3 | -1%
CC(=O)NCCC(=O)Nc1nc(C)c(Cc2ccc3c(c2)OCO3)s1 | 1 | 3% | 2%[46.1 µM] | -5 | 3% | 0% | 4% | 2 | 6 | -6%
CCCS(=O)(=O)N1CCN(C2CCC(C)CC2)CC1 (stereo not drawn) | 8 | -5% | 6% | 3 | 6% | 0% | 6% | 2 | -6 | 4%
Cc1ccc(Nc2cc(C)c3ccc(O)cc3n2)cc1C | 4 | 10% | -2% | -7 | x | 1% | -8% | 1 | -17 | u
Fc1ccc(OCc2nn3cnnc3s2)cc1 | -15 | 3% | -7% | -2 | 0% | -7% | 6% | 2 | -6 | -5%
COC(=O)c1cc(=O)n(Cc2ccc3c(c2)OCO3)c(=Nc2ccccc2)s1 | 9 | 0% | -1% | -6 | -3% | -6% | -17% | 3 | 7 | -3%
Cc1ccc(C(=O)Oc2cccc(NC(=O)c3cccs3)c2)cc1S(=O)(=O)N1CCOCC1 | 1 | 1% | 4% | 1 | 0% | -2% | 4% | -41 | 5 | u
Cc1ccc(/C=N/N2CCN(Cc3cccc4ccccc34)CC2)s1 | 3 | -1% | -1% | 1 | 2% | 0% | 9% | 1 | -5 | 8%
CSCCC(NC(=O)COc1ccccc1)C(=O)N1CCOCC1 (stereo not drawn) | -11 | x | -5% | x | x | -1% | -1% | 33 | 8 | u
Nc1cc(=O)nc(SCC(=O)N2CCN(c3ccccc3)CC2)n1-c1ccccc1 | -11 | 16% | 0% | x | -2% | -6% | -1% | 5 | 11 | 2%
Cc1ccccc1C(=O)N1CCC(C(=O)Nc2ccc(S(=O)(=O)N3CCCCC3)cc2)CC1 | 3 | -14% | 1% | x | 6% | -4% | 0% | 32 | 7 | u
COc1cccc(/C=N/Nc2nc(-c3cccnc3)nc3ccccc23)c1 | 0 | 5% | 3% | 1 | -3% | 3% | 1% | -14 | -6 | -3%
COc1ccc(OC)c(NC(=O)c2ccc(CN3CCc4ccccc4C3)cc2)c1 | -16 | -3% | 0% | -4 | -3% | -3% | 0% | -7 | -3 | 0%
COc1cc(NC(=S)NC(=O)c2ccccc2C)ccc1NC(=O)c1cccs1 | 5 | 14% | -4% | 0 | 0% | 2% | 1% | -8 | 0 | u
Cc1cccc(-n2ncc3c(NCCCN4CCCC4=O)ncnc32)c1 | 5 | -4% | 2% | -6 | -1% | 0% | 10% | 23 | 22 | u
CCOc1ccc(N(CC(=O)Nc2ccc(OC)cc2)S(=O)(=O)c2c(C)[nH]c(=O)[nH]c2=O)cc1 | 1 | -2% | 3% | 7 | 8% | 1% | -4% | -4 | 7 | 0%
O=[N+]([O-])c1ccc2c(c1)OCCOCCOCCOCCOCCOCCO2 | 6 | -7% | -2%[46.1 µM] | -1 | x | 7% | 2% | -3 | 6 | -9%
CCN=C1SC(C(=O)Nc2cc(Cl)cc(Cl)c2)CC(=O)N1CC (stereo not drawn) | -9 | 11% | -3% | 0 | 14% | 2% | 2% | 11 | -3 | -20%
O=C(Cn1ncc2c3ccccc3n(Cc3ccccc3F)c2c1=O)NCC1CCCO1 (stereo not drawn) | -2 | 3% | -2% | x | 1% | -1% | 6% | -11 | 18 | 0%
COc1ccc(CNC(=O)Cn2nnc(-c3ccc(NC(=O)C4CCCCC4)cc3)n2)cc1 | i | 3% | 0%[46.1 µM] | 5 | 0% | -7% | 6% | 5 | 4 | 0%
O=C(NC1CCCC1)C(c1cccnc1)N(Cc1ccccc1F)C(=O)c1csnn1 (stereo not drawn) | -2 | -3% | -13% | 1 | 0% | 0% | 11% | 3 | 12 | 0%
C[C@@H]1COC(=O)[C@@H](CC(=O)OC(C)(C)C)C/C=C\C[C@@H](CC(=O)NCCO)C(=O)N1 | 4 | x | -5% | x | x | -5% | 1% | 11 | 0 | 0%
CCOC(=O)c1ccc(NC(=O)C2CCCO2)cc1 (stereo not drawn) | -10 | 3% | 6% | 3 | 0% | 1% | -6% | -1 | -13 | 3%
CCn1nnc(NC(=O)COc2ccc(C3CCCCC3)cc2)n1 | 2 | 0% | x | -2 | 1% | -1% | 1% | -9 | 7 | 8%
O=C(O)c1ccc(CSc2nc(-c3ccccc3)cc(C(F)(F)F)n2)cc1 | 14 | 14% | 6%[46.1 µM] | 20 | -1% | 2% | 0% | -21 | 6 | 0%

Rows were taken by chance; about 1.6% have a hit in one of these screens.
